mABHD4 FP – inhibitors of mouse ABHD4; Q8VD66; purified mABHD4, FP-Rh probe fluorescence polarization; inhibition, % at 8.92 µM; 370,000 tested, 0.54% active;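 active = inhibition exceeding the mean over every tested compound plus 3 SD, cut at about 30% in these data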;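 note: 0% = plate median of compound wells and 100% = S159A mutant with DMSO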
Target sequence (Q8VD66 whole entry, looked up): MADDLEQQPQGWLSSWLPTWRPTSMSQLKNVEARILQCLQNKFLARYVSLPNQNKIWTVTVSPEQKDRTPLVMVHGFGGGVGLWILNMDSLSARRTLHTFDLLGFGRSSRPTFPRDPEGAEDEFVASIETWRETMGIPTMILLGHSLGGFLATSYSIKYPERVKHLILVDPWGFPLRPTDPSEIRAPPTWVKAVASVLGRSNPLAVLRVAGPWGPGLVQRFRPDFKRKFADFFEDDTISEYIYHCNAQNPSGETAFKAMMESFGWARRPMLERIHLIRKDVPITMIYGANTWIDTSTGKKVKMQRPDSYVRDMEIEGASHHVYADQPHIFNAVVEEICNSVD
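Test system: mouse ABHD4 enzyme, wild type. Reagent: FP-Rh fluorescent activity-based probe, added after compound pre-incubation. Timing: pre-incubation 45 min, probe exposure 60 min, at 25 °C. Technique: FP readout, ex 525 nm / em 598 nm. Benchmarks: high control S159A mutant with DMSO, low control median of compound wells.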
rCAG RNA binder – binds r(CAG) RNA repeats. 370,000 tested, 1.3% active. r(CAG) RNA repeat, TO-PRO-1 dye displacement fluorescence. inhibition, % at 3 µM;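 active = inhibition above the plate cutoff, the mean of all test compounds on that plate plus 3 SD, cut at about 35% in these data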;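 note: 0% = DMSO alone and 100% = 100 µM mitoxantrone as full dye displacement; higher means more dye released from RNA so lower well fluorescence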
PG9 Ab binder – small molecules binding HIV-1 gp120 antibody PG9; inhibition, % at 6.7 µM; TR-FRET gp120-PG9 antibody binding; 360,000 tested, 0.43% active; in the data active = inhibition above about 8.5%
MBD2 DNA inh – MBD2-methylated oligo binding inhibition. 370,000 tested, 0.31% active. TR-FRET, MBD2 binding to methylated oligonucleotide. AID 686964. Q9UBB5. inhibition, % at 4.4 µM; in the data active = inhibition above about 13%
NR1D1 modulator – modulates human Rev-erb alpha binding to DNA. 370,000 tested, 0.79% active. activity, % at 10 µM. Rev-erbα–FITC-DNA binding, fluorescence polarization, 90 min. AID 1259318;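 active = activity above about 14%, limit read from the data; passing the limit was not always enough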;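 note: 0% = DMSO wells with 35 nM protein and 100% = DMSO wells with 750 nM protein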
TCR CD3 inh – blocks the human TCR-CD3 interaction. TAMRA-labeled TCR probe fluorescence, biochemical. inhibition, % at 9.4 µM. 360,000 tested, 0.37% active; in the data active = inhibition above about 19%;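 note: recombinant mutant TCR 2C K166C tagged with TAMRA read by polarization; 0% = receptor in buffer alone and 100% = receptor with positive control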
LEDGF integ inh – blocks HIV-1 LEDGF/p75-dependent DNA integration; TR-FRET IN-LEDGF/p75 DNA integration, Eu/Cy5; inhibition, % at 3.7 µM; 370,000 tested, 0.64% active;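 active = inhibition above the screen-wide mean plus 3 SD, cut at about 13% in these data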;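 note: signal is the Cy5 over europium emission ratio at 671 and 618 nm; 0% = plate median of compound wells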
PRMT1 FP inh – blocks human protein arginine methyltransferase 1. Q99873. recombinant PRMT1, activity-based probe fluorescence polarization. inhibition, % at 2.79 µM. 370,000 tested, 1.3% active;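 active = inhibition above about 21% made by adding two undisclosed values, limit read from the data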
Target sequence (Q99873 whole entry, looked up): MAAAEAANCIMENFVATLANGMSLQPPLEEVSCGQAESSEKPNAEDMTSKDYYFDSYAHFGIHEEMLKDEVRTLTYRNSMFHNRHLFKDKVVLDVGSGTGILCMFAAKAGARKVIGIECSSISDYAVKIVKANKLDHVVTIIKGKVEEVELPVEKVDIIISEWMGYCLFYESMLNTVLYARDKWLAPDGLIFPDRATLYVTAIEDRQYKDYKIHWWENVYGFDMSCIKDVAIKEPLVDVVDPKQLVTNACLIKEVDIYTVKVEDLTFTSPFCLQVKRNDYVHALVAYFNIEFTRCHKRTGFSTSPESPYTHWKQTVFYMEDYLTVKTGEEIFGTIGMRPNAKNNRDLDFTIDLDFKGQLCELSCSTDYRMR
UHRF1 MBD2 ctr – blocks human UHRF1 binding to methylated DNA | Q96T88 | inhibition, % at 4.4 µM | 370,000 tested, 0.75% active | UHRF1 binding to methylated oligo, TR-FRET | AID 687016; in the data active = inhibition above about 21%;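 note: UHRF1 SRA domain binding a hemimethylated CpG hairpin DNA probe; 0% = median of test compound wells and 100% = reference inhibitor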
HTRA1 inhibitor – blocks human HTRA1 serine peptidase. recombinant HTRA1, FP-rhodamine activity-based probe, fluorescence polarization. inhibition, % at 5.96 µM. 340,000 tested, 0.5% active. AID 504803; in the data active = inhibition above about 36%;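 note: 0% = enzyme with DMSO and 100% = wells lacking enzyme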
* = called active by the depositor; · = not tested or not shown; & = joins results of further samples.

1: NC(=O)c1ccccc1OCC(=O)Nc1ccc2c(c1)CCC2
2: Cc1ccccc1CCNC(=O)c1ccc(Cl)c(S(=O)(=O)N2CC(C)OC(C)C2)c1 (stereo unspecified)
3: O=C(NCCS(=O)(=O)NCc1ccc2c(c1)OCO2)c1ccccc1
4: CC(=O)Nc1cc2c3c(cccc3c1)-c1ccccc1-2
5: O=C(Cn1cc2c(n1)CCCCC2)N1CCc2ccccc2C1
6: CCN(CC)CCCNC(=O)Cn1cnc2sc(C)c(S(=O)(=O)N3CCC(C)CC3)c2c1=O
7: O=C(C1CCCN(Cc2ccccc2Br)C1)N1CCCCC1 (stereo unspecified)
8: O=C1c2ccccc2NC(c2ccncc2)N1c1ccccn1 (stereo unspecified)
screen / no.	1	2	3	4	5	6	7	8
mABHD4 FP	-5	-17	2	-5	4	-7	2	-1
rCAG RNA binder	7	1	-3	6	0	4	-7	1
PG9 Ab binder	1.5	-0.8	0.0	3.2	0.2	-1.1	-2.1	0.7
MBD2 DNA inh	-2	-1	4	4	-1	2	-2	4
NR1D1 modulator	-9	2	1	-6	-7	1	-1	-6
TCR CD3 inh	-2	9	-1	2	2	2	-1	1
LEDGF integ inh	-3	5	0	-4	-1	1	5	1
PRMT1 FP inh	1	-3	5	1	2	-5	0	-2
UHRF1 MBD2 ctr	0	12	-1	0	1	1	-1	0
HTRA1 inhibitor	-10	-15	-7	-8	-3	1	7	0

9: CC(=O)N=c1sc2ccccc2n1C
10: Cc1ccccc1OCCC(=O)OCC(=O)NC1CC1
11: CC(C)C(NS(=O)(=O)c1ccc(Br)s1)C(=O)O (stereo unspecified)
12: OCc1cccc(Nc2ncnc3sc4c(c23)CCCCC4)c1
13: Cc1cccc(C(=O)N(Cc2ccc(C)o2)C2CCS(=O)(=O)C2)c1 (stereo unspecified)
14: O=C(Nc1cccc(C(=O)O)c1)/C(=C\c1ccc2c(c1)OCO2)NC(=O)c1ccc(Br)o1
15: O=C1CC(c2ccccc2)CC(O)=C1C=NCc1ccco1 (stereo unspecified)
16: O=c1cc(-c2ccccc2Cl)c2c([nH]1)CCC2
screen / no.	9	10	11	12	13	14	15	16
mABHD4 FP	5	5	6	-4	3	-2	3	15
rCAG RNA binder	2	-7	3	-1	-3	8	-5	18
PG9 Ab binder	0.3	1.2	-1.2	-0.6	0.2	-1.2	0.0	-0.1
MBD2 DNA inh	-2	6	3	-1	-3	3	2	-3
NR1D1 modulator	7	8	-1	3	4	0	-1	0
TCR CD3 inh	9	5	10	9	6	-5	4	10
LEDGF integ inh	1	0	-1	1	-5	-1	-1	3
PRMT1 FP inh	-2	-1	-2	-5	4	-2	0	7
UHRF1 MBD2 ctr	-1	1	-4	0	1	-3	2	-4
HTRA1 inhibitor	-1	3	1	-13	1	3	7	3

17: Cc1ccccc1C(=O)NC1CCN(Cc2nnnn2Cc2ccccc2)CC1
18: COc1cc(OC)c(OC)cc1CN1CCCC(C(=O)N2CCCC2)C1 (stereo unspecified)
19: COc1ccc(N(C(=O)COc2ccccc2)C2C=CS(=O)(=O)C2)cc1 (stereo unspecified)
20: Cc1ccc(SC[C@H](CC(C)C)N2CCN(C)CCC2=O)cc1
21: COc1cccc(C(=O)N2CCN(c3ccccn3)CC2)c1
22: COc1ccc(C(C(=O)NC2CCCC2)N(C(=O)c2ccco2)c2ccccc2C(C)=O)cc1OC (stereo unspecified)
23: COc1ccccc1-c1sc2ccccc2c1-c1ccccc1OC
24: COc1ccc(CN(C)C(=O)C2CC(=O)N(c3ccc4c(c3)OCCO4)C2)c(OC)c1 (stereo unspecified)
screen / no.	17	18	19	20	21	22	23	24
mABHD4 FP	-9	16	8	6	-5	2	-14	-16
rCAG RNA binder	-2	-2	-5	-8	-5	-7	2	1
PG9 Ab binder	-1.5	0.1	-1.5	0.1	-2.5	-0.8	0.1	-0.4
MBD2 DNA inh	0	5	0	0	-1	3	-3	1
NR1D1 modulator	3	-2	2	-1	-2	4	10	1
TCR CD3 inh	1	-6	-8	4	6	-2	6	2
LEDGF integ inh	2	0	-1	1	2	-3	-1	2
PRMT1 FP inh	-4	1	3	-2	1	-1	-1	0
UHRF1 MBD2 ctr	3	2	4	4	-1	-3	3	0
HTRA1 inhibitor	-3	8	1	-1	0	-1	-15	4

25: Cc1ccc(S(=O)(=O)N2CCC(=O)N(C(COCc3cccc(Cl)c3)Cc3ccccc3)CC2)cc1 (stereo unspecified)
26: COc1ccc(CN2C(=O)CSCC2(C)C(=O)Nc2ccc3c(c2)OCCO3)cc1 (stereo unspecified)
27: CCN(CC(=O)Nc1c(F)cccc1F)C(=O)C1CCN(S(=O)(=O)c2ccc(C)cc2C)CC1
28: CCCC(NC(=O)c1ccccc1)c1nc2ccccc2n1Cc1ccc(C(=O)OC)o1 (stereo unspecified)
29: O=C(Nc1cccc(Cl)c1N1CCCC1)c1ccco1
30: COc1cc(-c2cc(O)c(-c3ccc4ccccc4n3)c(=O)[nH]2)cc(OC)c1OC
31: Cc1ccc(C(=O)/C=C2\NCCNC2=O)cc1
32: COc1cc(/C(C)=N/NC(=O)CSc2nnc(C)s2)ccc1O
screen / no.	25	26	27	28	29	30	31	32
mABHD4 FP	-6	-5	5	3	-1	-8	5	6
rCAG RNA binder	6	5	-5	0	2	7	4	0
PG9 Ab binder	0.7	-0.7	-1.6	-1.6	-0.4	0.7	-0.1	-2.4
MBD2 DNA inh	-9	4	-3	-1	-1	-8	-1	2
NR1D1 modulator	3	-1	4	-2	0	5	2	-1
TCR CD3 inh	9	2	4	2	3	-4	-1	-5
LEDGF integ inh	-2	-3	-2	-1	1	1	2	3
PRMT1 FP inh	-3	6	-3	-1	0	-8	0	-1
UHRF1 MBD2 ctr	-1	1	2	1	-1	-8	0	1
HTRA1 inhibitor	-39	·	0	-5	-9	-3	8	9

Record cards (already shown):
Results for CCN(CC(=O)Nc1c(F)cccc1F)C(=O)C1CCN(S(=O)(=O)c2ccc(C)cc2C)CC1 = mABHD4 FP: 5; rCAG RNA binder: -5; PG9 Ab binder: -1.6; MBD2 DNA inh: -3; NR1D1 modulator: 4; TCR CD3 inh: 4; LEDGF integ inh: -2; PRMT1 FP inh: -3; UHRF1 MBD2 ctr: 2; HTRA1 inhibitor: 0
Results for Cc1ccc(S(=O)(=O)N2CCC(=O)N(C(COCc3cccc(Cl)c3)Cc3ccccc3)CC2)cc1 (stereo unspecified) = mABHD4 FP: -6; rCAG RNA binder: 6; PG9 Ab binder: 0.7; MBD2 DNA inh: -9; NR1D1 modulator: 3; TCR CD3 inh: 9; LEDGF integ inh: -2; PRMT1 FP inh: -3; UHRF1 MBD2 ctr: -1; HTRA1 inhibitor: -39
Results for Cc1ccc(C(=O)/C=C2\NCCNC2=O)cc1 = mABHD4 FP: 5; rCAG RNA binder: 4; PG9 Ab binder: -0.1; MBD2 DNA inh: -1; NR1D1 modulator: 2; TCR CD3 inh: -1; LEDGF integ inh: 2; PRMT1 FP inh: 0; UHRF1 MBD2 ctr: 0; HTRA1 inhibitor: 8

Next results follow:
33: O=C(O)Cn1c(-c2ccccn2)nc2ccccc21
34: COc1ccc(S(=O)(=O)N2CCC3(CC2)OCCN3S(=O)(=O)c2cccs2)cc1
35: CCCCC#Cc1cncc(C(=O)N/N=C/c2cccc(OC)c2)c1
36: COc1cccc(CN2CCN(C(=O)c3ccc(-c4ccccc4)cc3)CC2)c1
37: Cc1ccccc1C(=O)NNC(=S)NC(=O)c1cccs1
38: CCOc1ccc2[nH]c(=O)c(C(c3nnnn3C3CCCCC3)N3CCN(CC)CC3)cc2c1 (stereo unspecified)
39: NC(=O)c1cccc(Nc2nc(C(N)C3CCCCC3)cs2)n1 (stereo unspecified)
40: O=C(CN(c1ccc(F)cc1)S(=O)(=O)c1ccc2c(c1)OCCO2)NCc1ccccn1
screen / no.	33	34	35	36	37	38	39	40
mABHD4 FP	2	-8	-13	7	13	4	9	-5
rCAG RNA binder	3	-2	5	-5	3	-7	12	-3
PG9 Ab binder	0.6	0.8	-1.4	-2.3	-2.4	0.9	-0.1	0.1
MBD2 DNA inh	3	3	-1	1	5	-1	0	-7
NR1D1 modulator	-4	0	10	0	1	1	-1	-4
TCR CD3 inh	-1	5	5	10	11	-3	3	5
LEDGF integ inh	-1	-1	2	2	0	-1	0	0
PRMT1 FP inh	2	2	-1	3	0	-2	-1	0
UHRF1 MBD2 ctr	0	4	-4	-1	-1	-2	0	-2
HTRA1 inhibitor	-8	-8	-41	-28	5	-12	·	1

41: CC(C)(c1ccccc1)c1ccc(OCC(O)CN2CCCC2)cc1 (stereo unspecified)
42: COc1ccc(NC(=S)N2CCNC(=O)C2CC(=O)Nc2ccc(C)cc2)cc1 (stereo unspecified)
43: O=C(Nc1ccc(-n2nncc2-c2ccco2)cc1)c1cccc(F)c1
44: Cc1cc(C)cc(C(=O)N2CCCCCC2)c1
45: O=C(CCS(=O)(=O)c1ccccc1)NNC(=O)CSc1ccccc1F
46: CCOC(=O)CCc1c(C)c2ccc(OCc3nn[nH]n3)cc2oc1=O
47: O=C(NCC1CCCO1)/C(=C\c1cccs1)NC(=O)c1ccccc1 (stereo unspecified)
48: COc1ccccc1C(c1nnnn1CC1CCCO1)N1CCN(c2ccccc2)CC1 (stereo unspecified)
screen / no.	41	42	43	44	45	46	47	48
mABHD4 FP	7	1	-1	9	-2	-8	3	1
rCAG RNA binder	-3	8	4	-6	-1	13	-1	-5
PG9 Ab binder	0.2	-1.7	0.3	0.1	1.1	-1.4	2.8	0.2
MBD2 DNA inh	1	3	-2	-1	4	2	-1	-3
NR1D1 modulator	5	-6	-2	-3	4	-1	-3	1
TCR CD3 inh	4	-3	-3	6	-2	3	1	6
LEDGF integ inh	-2	0	0	1	-4	-2	-3	-1
PRMT1 FP inh	0	-4	1	0	4	2	0	-2
UHRF1 MBD2 ctr	1	-1	2	-1	2	1	0	-2
HTRA1 inhibitor	8	-2	-27	-1	0	-4	8	2

49: Cc1cc(-c2ccccc2)nc(Oc2cccc(C(F)(F)F)c2)c1S(C)(=O)=O
50: CN(C(=O)Nc1ccc(Cl)cc1)n1cnc2ccccc2c1=O
51: O=C(CCc1nnc2ccc(NCc3ccco3)nn12)N1CCN(c2ccc(F)cc2)CC1
52: COc1ccc(CN2C(=O)C(CC(=O)NCCCN(C)C)CC(C(=O)N3CCOCC3)=C2C)cc1 (stereo unspecified)
53: CCN1CCN(Cc2ccc(NC(=O)c3ccc(C)c(NC(=O)C(=O)c4c[nH]c5ccccc45)c3)cc2C(F)(F)F)CC1
54: Cc1ccc(-c2csc(C(O)c3ccccc3)n2)cc1C (stereo unspecified)
55: O=C(c1ccc(Oc2ccc([N+](=O)[O-])cc2Cl)cc1)N1CCCC1
56: COc1ccc(-n2ncc3c(SCC(=O)N4CCN(c5ccccc5OC)CC4)ncnc32)cc1
57: O=C(NCCC(=O)N1CCCCCCC1)c1ccc(Cl)cc1
screen / no.	49	50	51	52	53	54	55	56	57
mABHD4 FP	-13	-4	4	6	-35&-35	-14	4	3	-6
rCAG RNA binder	4	-3	2	0	15&10	3	-7	5	-5
PG9 Ab binder	-0.6	-1.1	1.0	-2.4	-2.3&1.0	0.7	0.0	-1.3	0.4
MBD2 DNA inh	6	4	2	1	4&5	4	1	-1	2
NR1D1 modulator	5	-2	1	1	2&2	-2	-4	7	1
TCR CD3 inh	-5	-2	-4	-7	8&2	-1	0	-1	-12
LEDGF integ inh	-7	-2	0	1	0&-4	5	2	0	-4
PRMT1 FP inh	5	3	2	-4	-1&4	0	-4	3	3
UHRF1 MBD2 ctr	6	0	-3	0	14&1	-2	6	2	5
HTRA1 inhibitor	-6	·	4	·	-85&-118&-91	·	5	3	-3

Only part of the results is shown (hit frequency here may not be typical).
